VEEV TC-83 Vero = inhibitors of VEEV TC-83 cytopathic effect, confirmation, Vero cells (AID 588727); Vero cells, VEEV TC-83 cytopathic effect inhibition; higher % means a stronger effect; one-dose inhibition, % at 20 µM; IC50 in µM for titrated hits; 350,000 tested, 0.13% active; in the data active = a potency from the dose series; inconclusive = inhibition mostly from about 14% at the one dose, without a potency; inactive = the rest, 99 in 100 with inhibition below about 12%; note: strong numbers were not always called active
H37Rv inhibition = M. tuberculosis growth inhibition, HTS (AID 449762) | inhibition, % at 25 µM; hits with a dose series show IC50 in µM | 330,000 tested, 0.59% active | M. tuberculosis H37Rv growth inhibition, 7H9 media; higher % means a stronger effect; in the data active = a potency from the dose series; inconclusive = inhibition above about 70% without an active follow-up result;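 note: bacterial growth assessed after seven days of incubation; strong numbers were not always called active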
tuberculosis growth = growth inhibition of non-replicating M. tuberculosis (AID 488890); 320,000 tested, 0.39% active; inhibition, % at 25 µM, or IC50 in µM where a hit was titrated; Mycobacterium tuberculosis non-replicating, growth inhibition; higher % means a stronger effect; in the data active = a potency from the dose series; inconclusive = inhibition mostly from about 82% at the one dose, without a potency; inactive = the rest, 99 in 100 with inhibition below about 76%;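 note: plate controls were DMSO cells for no effect and high antibiotic wells for full effect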
H1N1 NS1A inhibition = H1N1 influenza NS1A inhibitors, functional cell based assay (AID 504329); NS1A functional cell-based assay, percent inhibition; higher % means a stronger effect; inhibition, % at 12.5 µM, or IC50 in µM where a hit was titrated; 340,000 tested, 0.3% active; in the data active = a potency from the dose series; inconclusive = inhibition above about 27% without an active follow-up result; note: strong numbers were not always called active
PhoP GFP inhibition = Inhibition of PhoP regulon, Salmonella typhi GFP reporter cells, confirmation, 4 h (AID 1850). one-dose inhibition, % at 50 µM; IC50 in µM for titrated hits. Salmonella Typhi PhoP-promoter GFP reporter, fluorescence, 4 h; higher % means a stronger effect. 310,000 tested, 0.33% active; in the data active = a potency from the dose series; inconclusive = inhibition mostly from about 25% at the one dose, without a potency; inactive = the rest, 99 in 100 with inhibition below about 19%;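 note: 0% = induced wells with vehicle and 100% = uninduced wells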
VEEV TC-83 Vero 10K pilot screen = further read-out of VEEV TC-83 Vero, marked with its call; inhibition, %; measured here: 10K pilot screen inhibition
* = called active by the depositor.

CNS(=O)(=O)c1cccc(C(=O)OCc2cc(=O)n3cc(Br)ccc3n2)c1 was read as VEEV TC-83 Vero 3.1%, H37Rv inhibition 11%, tuberculosis growth 26%, H1N1 NS1A inhibition 1% and PhoP GFP inhibition -3%.
Screening Cc1cnc(C(=O)OCC(=O)Nc2ccc(C)c(S(=O)(=O)N3CCOCC3)c2)cn1 returned VEEV TC-83 Vero inactive, H37Rv inhibition -1%, tuberculosis growth 8% and H1N1 NS1A inhibition 3%.
CS(=O)(=O)N1CCC(C(=O)N2CCN(c3ccccc3F)CC2)CC1 was read as VEEV TC-83 Vero inactive, H37Rv inhibition -10%, tuberculosis growth -7%, H1N1 NS1A inhibition 4% and PhoP GFP inhibition 1%.
CCN(CC)S(=O)(=O)c1ccc(N2CCN(C)CC2)c(NC(=O)CSCC(=O)Nc2cccc(C)c2)c1 was read as VEEV TC-83 Vero 1.3%, H37Rv inhibition -9%, tuberculosis growth 16%, H1N1 NS1A inhibition 0% and PhoP GFP inhibition 9%.
Screening CC1CN(S(=O)(=O)c2cccc(C(=O)NCCC3=CCCCC3)c2)CC(C)O1 (centres undefined) returned VEEV TC-83 Vero 0.8%, H37Rv inhibition -3%, tuberculosis growth 19%, H1N1 NS1A inhibition 0% and PhoP GFP inhibition 1%.
For CC(C)OCCCNC(=O)C1CCC(=O)N1C(C)C (centres undefined) the results were VEEV TC-83 Vero 0.1%, H37Rv inhibition 4%, tuberculosis growth -5%, H1N1 NS1A inhibition -3% and PhoP GFP inhibition 10%.
`CCCCOC(=O)c1ccc(NC(=O)C(=O)NCCN(CC)CC)cc1` gave VEEV TC-83 Vero 2.6%, H37Rv inhibition inconclusive, tuberculosis growth 28%, H1N1 NS1A inhibition 0% and PhoP GFP inhibition 6%.
For CCc1ccccc1NC(=O)C1CCCN(S(=O)(=O)c2c(C)noc2C)C1 (centres undefined) the results were VEEV TC-83 Vero inactive, H37Rv inhibition -4%, tuberculosis growth -32%, H1N1 NS1A inhibition -2% and PhoP GFP inhibition -21%.
Screening Cc1[nH]c2ccccc2c1NC(=O)CN1CCN(c2cccc(C(F)(F)F)c2)CC1 returned VEEV TC-83 Vero 3.9%, H37Rv inhibition 36%, tuberculosis growth 55%, H1N1 NS1A inhibition 7%, PhoP GFP inhibition 0% and VEEV TC-83 Vero 10K pilot screen 1.8.
Screening Cc1noc(C)c1S(=O)(=O)N1Cc2ccccc2CC1C(=O)N(C)C (centres undefined) returned VEEV TC-83 Vero 0.4%, H37Rv inhibition -6%, tuberculosis growth 2%, H1N1 NS1A inhibition -4% and PhoP GFP inhibition -8%.
S=C(NC1CC1)N1CCN(c2ccc(Cl)cc2)CC1 was read as VEEV TC-83 Vero inactive, H37Rv inhibition 0%, tuberculosis growth 41%, H1N1 NS1A inhibition -8% and PhoP GFP inhibition -8%.
COC(=O)c1ccccc1NC(=O)CN(c1c(C)cccc1C)S(C)(=O)=O was read as VEEV TC-83 Vero 2.4%, H37Rv inhibition -1%, tuberculosis growth -8%, H1N1 NS1A inhibition -1% and PhoP GFP inhibition 1%.
Screening NC1=C([N+](=O)[O-])C(c2ccc3c(c2)OCO3)C2=C(CCCC2=O)O1 (centres undefined) returned VEEV TC-83 Vero 0.2%, H37Rv inhibition 1%, tuberculosis growth -10%, H1N1 NS1A inhibition 20% and PhoP GFP inhibition 5%.
COc1ccccc1C(=O)NCC(=O)OC(C)C(=O)N(C)C1CCCCC1 (centres undefined) was read as VEEV TC-83 Vero 0.6%, H37Rv inhibition -5%, tuberculosis growth -2% and H1N1 NS1A inhibition -21%.
Screening COc1ccccc1/C=C/C(=O)OCC(=O)Nc1ccc(Cl)cn1 returned VEEV TC-83 Vero inactive, H37Rv inhibition 58%, tuberculosis growth 78%, H1N1 NS1A inhibition 0% and PhoP GFP inhibition 11%.
`CSc1ccccc1NC(=O)CN(c1ccccc1)S(=O)(=O)N(C)C` gave VEEV TC-83 Vero 1.2%, H37Rv inhibition -1%, tuberculosis growth -10%, H1N1 NS1A inhibition 4% and PhoP GFP inhibition -5%.
O=C(COc1ccccc1Cl)Nc1cccnc1 was read as VEEV TC-83 Vero 1.0%, H37Rv inhibition 4%, tuberculosis growth 13%, H1N1 NS1A inhibition -19% and PhoP GFP inhibition 10%.
`COc1ccc(NC(=O)/C(=C\c2cc(OC)c(OC)cc2[N+](=O)[O-])NC(=O)c2ccccc2)cc1` gave VEEV TC-83 Vero 4.0%, H37Rv inhibition -6%, tuberculosis growth 8%, H1N1 NS1A inhibition 5% and PhoP GFP inhibition -4%.
For CCOC(=O)c1cnc(-n2nc(C)cc2C)nc1NNc1cc(C)nc(-c2ccccc2)n1 the results were VEEV TC-83 Vero 0.6%, H37Rv inhibition 24µM*, tuberculosis growth inconclusive, H1N1 NS1A inhibition 5%, PhoP GFP inhibition 1% and VEEV TC-83 Vero 10K pilot screen 34.
CCC(C)Sc1ccc(-c2nc3ccc(Cl)cn3c2NCc2ccccc2)cc1 (centres undefined) was read as VEEV TC-83 Vero 1.9%, H37Rv inhibition 1%, tuberculosis growth 24% and H1N1 NS1A inhibition 3%.
Screening C[C@H](O)C(=O)C1=Nc2c(nc(N)[nH]c2=O)NC1 returned VEEV TC-83 Vero 0.5%, H37Rv inhibition 11%, tuberculosis growth 3%, H1N1 NS1A inhibition -2% and PhoP GFP inhibition -13%.
`CC1CCN(c2nc(N3CCCCC3)nc(N3CCCCC3)n2)CC1` gave VEEV TC-83 Vero inactive, H37Rv inhibition 6%, tuberculosis growth 3%, H1N1 NS1A inhibition 0% and PhoP GFP inhibition 0%.
Screening CCn1nc(C)c(CNC(=O)CC2C(=O)NCCN2CC(C)C)c1C (centres undefined) returned VEEV TC-83 Vero 1.6%, H37Rv inhibition 5%, tuberculosis growth 5%, H1N1 NS1A inhibition -1% and PhoP GFP inhibition -8%.
For COC(=O)CSCC(=O)Nc1nnc(-c2ccccc2C)s1 the results were VEEV TC-83 Vero inactive, H37Rv inhibition inconclusive, tuberculosis growth inconclusive, H1N1 NS1A inhibition -4% and PhoP GFP inhibition -8%.

Overlap with the part before: 5 entries, then new ones.
CCC(C)Sc1ccc(-c2nc3ccc(Cl)cn3c2NCc2ccccc2)cc1 (centres undefined) was read as VEEV TC-83 Vero 1.9%, H37Rv inhibition 1%, tuberculosis growth 24% and H1N1 NS1A inhibition 3%.
Screening C[C@H](O)C(=O)C1=Nc2c(nc(N)[nH]c2=O)NC1 returned VEEV TC-83 Vero 0.5%, H37Rv inhibition 11%, tuberculosis growth 3%, H1N1 NS1A inhibition -2% and PhoP GFP inhibition -13%.
`CC1CCN(c2nc(N3CCCCC3)nc(N3CCCCC3)n2)CC1` gave VEEV TC-83 Vero inactive, H37Rv inhibition 6%, tuberculosis growth 3%, H1N1 NS1A inhibition 0% and PhoP GFP inhibition 0%.
Screening CCn1nc(C)c(CNC(=O)CC2C(=O)NCCN2CC(C)C)c1C (centres undefined) returned VEEV TC-83 Vero 1.6%, H37Rv inhibition 5%, tuberculosis growth 5%, H1N1 NS1A inhibition -1% and PhoP GFP inhibition -8%.
For COC(=O)CSCC(=O)Nc1nnc(-c2ccccc2C)s1 the results were VEEV TC-83 Vero inactive, H37Rv inhibition inconclusive, tuberculosis growth inconclusive, H1N1 NS1A inhibition -4% and PhoP GFP inhibition -8%.
CCCn1c(/C=N/Nc2nc3ccccc3[nH]2)nc2ccccc21 was read as VEEV TC-83 Vero 2.9% and H1N1 NS1A inhibition -4%.
For CSCCC(NC(=O)c1ccccc1Br)C(=O)NNC(=O)c1cc(C)oc1C (centres undefined) the results were VEEV TC-83 Vero 0.2%, H37Rv inhibition -2%, tuberculosis growth -2% and H1N1 NS1A inhibition 2%.
`COc1ccc(-n2c(SC)nc3sc4c(c3c2=O)CCN(C)C4)cc1` gave VEEV TC-83 Vero 1.3% and H1N1 NS1A inhibition 0%.
For CC1(C)NC(=O)N(CC(O)COC2CCCCC2)C1=O (centres undefined) the results were VEEV TC-83 Vero 0.6%, H37Rv inhibition -9%, tuberculosis growth -8%, H1N1 NS1A inhibition 23% and PhoP GFP inhibition 1%.
For C#CCSc1n[nH]c(=O)n1-c1cccc(C(F)(F)F)c1 the results were VEEV TC-83 Vero inactive, H37Rv inhibition -2%, H1N1 NS1A inhibition -25% and PhoP GFP inhibition -1%.
`CC(=O)N/C(=C/c1ccc2c(c1)OCO2)C(=O)NCCO` gave VEEV TC-83 Vero 0.3%, H37Rv inhibition -9%, tuberculosis growth -13%, H1N1 NS1A inhibition 17% and PhoP GFP inhibition -9%.
O=C(CCCN1C(=O)c2cccc3cccc(c23)C1=O)N1CCc2ccccc2C1 was read as VEEV TC-83 Vero 0.7%, H37Rv inhibition 5%, tuberculosis growth 37%, H1N1 NS1A inhibition 13% and PhoP GFP inhibition 7%.
`CCOc1cc(C(=S)N2CCOCC2)ccc1OC(=O)c1ccc(C)cc1` gave VEEV TC-83 Vero 0.1%, H37Rv inhibition 1%, tuberculosis growth 34%, H1N1 NS1A inhibition 6% and PhoP GFP inhibition 1%.
Screening CC(C)CN(C(=O)COC(=O)COc1ccc2ccccc2c1)c1c(N)n(Cc2ccccc2)c(=O)[nH]c1=O returned VEEV TC-83 Vero 0.7%, H37Rv inhibition 20%, tuberculosis growth 46%, H1N1 NS1A inhibition -8% and PhoP GFP inhibition 7%.
For CN(CCC#N)c1ncnc2scc(-c3ccccc3)c12 the results were VEEV TC-83 Vero 7.1%, H37Rv inhibition -5%, tuberculosis growth -5%, H1N1 NS1A inhibition 0% and PhoP GFP inhibition -3%.
CCOC(=O)CCCN1CC(O)=C(c2nc3ccccc3s2)C1=N was read as VEEV TC-83 Vero inactive, H37Rv inhibition 9%, tuberculosis growth 28%, H1N1 NS1A inhibition -6% and PhoP GFP inhibition 5%.
Screening CC(=O)/C(N=Nc1ccc2c(c1)OCO2)=C(\C)O returned VEEV TC-83 Vero 0.9%, H37Rv inhibition 1%, tuberculosis growth 11%, H1N1 NS1A inhibition -3% and PhoP GFP inhibition -3%.
Screening CCOc1cccc2sc(N(CCCN(C)C)C(=O)c3ccc(S(=O)(=O)N(C)Cc4ccccc4)cc3)nc12 returned VEEV TC-83 Vero 9.9%, H37Rv inhibition 68%, tuberculosis growth 53%, H1N1 NS1A inhibition 12% and PhoP GFP inhibition -12%.
Cc1c(Cl)cc(-n2cnnn2)cc1[N+](=O)[O-] was read as VEEV TC-83 Vero 1.9%, H37Rv inhibition -6%, tuberculosis growth -3%, H1N1 NS1A inhibition -10% and PhoP GFP inhibition -9%.
`CCOC(=O)c1nn(C)c(=S)n(C)c1=O` gave VEEV TC-83 Vero inactive and H1N1 NS1A inhibition 7%.
`COC(=O)COc1ccc(S(=O)(=O)Nc2ccc3c(c2)OCCO3)cc1Cl` gave VEEV TC-83 Vero 1.3%, H37Rv inhibition -8%, tuberculosis growth 66%, H1N1 NS1A inhibition -1% and PhoP GFP inhibition -1%.
Oc1cccc(O)c1O was read as H37Rv inhibition 2%, tuberculosis growth -3% and PhoP GFP inhibition -6%.
Cc1sc2ncn(CC(=O)N(CC(=O)NC3CCCC3)Cc3cccs3)c(=O)c2c1C was read as VEEV TC-83 Vero inactive, H37Rv inhibition -6%, tuberculosis growth -1%, H1N1 NS1A inhibition -2% and PhoP GFP inhibition 8%.
O=C(Nc1ccn([C@H]2CC[C@@H](CO)O2)c(=O)n1)c1ccccc1 was read as VEEV TC-83 Vero 0.6%, H37Rv inhibition -8%, tuberculosis growth -6%, H1N1 NS1A inhibition -2% and PhoP GFP inhibition 10%.
Cc1ccc(C)c(NC(=S)N2CCN(c3cccc(C(F)(F)F)c3)CC2)c1 was read as VEEV TC-83 Vero inactive, H37Rv inhibition -1%, tuberculosis growth 21%, H1N1 NS1A inhibition -2% and PhoP GFP inhibition -9%.
COc1ccc(-n2cc(CNC3CCN(C)CC3)c(-c3cccc(F)c3)n2)cc1 was read as VEEV TC-83 Vero 12%, H37Rv inhibition 1%, tuberculosis growth 26%, H1N1 NS1A inhibition -2% and PhoP GFP inhibition 20%.
For Cc1ccc2c(C(=O)CN3CCN(C4CCCCC4)CC3)c(C)[nH]c2c1 the results were VEEV TC-83 Vero 1.5%, H37Rv inhibition -1%, tuberculosis growth 3%, H1N1 NS1A inhibition 11% and PhoP GFP inhibition 12%.
Screening O=C(/C=C/c1c(Cl)nc2ccccn12)N1CCN(c2ccccc2F)CC1 returned VEEV TC-83 Vero 0.6%, H37Rv inhibition -4%, tuberculosis growth 14%, H1N1 NS1A inhibition -11% and PhoP GFP inhibition -5%.

High-throughput results (PubChem BioAssay)
